Screening results from PubChem.
PTAP TSG101 blk = qHTS Assay for Iinhibitors of HIV-1 Budding by Blocking the Interaction of PTAP/TSG101; Tumor susceptibility gene 101 protein (Homo sapiens), Q99816; Fluorescence polarization, FITC-PTAP peptide / Tsg101 binding; Potency, µM (titrated, usually from 115 µM), for inactives: at the highest dose activity change, negative = inhibition, hits mostly inhibitors; 340,000 tested, under 10 active; active = well fitted inhibition curve with a large enough effect in the main read-out, with a control signal flat, not every such curve was filed as active; inconclusive = small, poorly fitted or top-dose-only effect, or effect the other way, or a change in a side signal; inactive = no such curve, though single readings can be large or run the other way; also: potency is read from the fitted curve at half-maximal effect; % of control where 0% means no effect
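Fluorescence anisotropy tracks displacement of a FITC-tagged PTAP peptide (50 nM) from the Tsg101 binding domain (10 uM), following a 20 min room-temperature incubation at pH 7.5.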
Integrin act MD = qHTS for Activators of Integrin-Mediated Alleviation for Muscular Dystrophy. alpha7betagal myoblasts, beta-gal FDG fluorescence, 48 h. Potency, µM (series often up to 38.3 µM), without a hit: top-dose activation, hits mostly activators. 350,000 compounds, 0.064% hits. AID 624291, 2012;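 also: potency is read from the fitted curve at half-maximal effect; 100% = response of the positive control SU9516; nearly all actives have a fitted effect of over 60% in size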
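Alpha7betagal+/- myoblasts (passage 13) were plated 16-24 hr, then exposed to compounds (1:260 dilution of DMSO stock) for 48 hours at 37C. After MPER lysis, β-galactosidase reporter activity was read as FDG fluorescence (ex 480/em 540) after 30 minutes.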
Tb PFK inh = qHTS Assay to Find Inhibitors of T. brucei phosphofructokinase | ATP-dependent 6-phosphofructokinase (Trypanosoma brucei brucei), O15648 | T. brucei PFK, ADP-Glo luminescence | Potency, µM (highest dose often 57.5 µM), for the others: at the highest dose activity, negative = inhibition, hits mostly inhibitors | 330,000 compounds, 0.17% hits;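 also: potency is read from the fitted curve at half-maximal effect; 0% = uninhibited 1x PFK enzyme wells and -100% = no-enzyme wells; nearly all actives have a fitted effect of over 60% in size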
Target sequence (O15648 whole entry, looked up): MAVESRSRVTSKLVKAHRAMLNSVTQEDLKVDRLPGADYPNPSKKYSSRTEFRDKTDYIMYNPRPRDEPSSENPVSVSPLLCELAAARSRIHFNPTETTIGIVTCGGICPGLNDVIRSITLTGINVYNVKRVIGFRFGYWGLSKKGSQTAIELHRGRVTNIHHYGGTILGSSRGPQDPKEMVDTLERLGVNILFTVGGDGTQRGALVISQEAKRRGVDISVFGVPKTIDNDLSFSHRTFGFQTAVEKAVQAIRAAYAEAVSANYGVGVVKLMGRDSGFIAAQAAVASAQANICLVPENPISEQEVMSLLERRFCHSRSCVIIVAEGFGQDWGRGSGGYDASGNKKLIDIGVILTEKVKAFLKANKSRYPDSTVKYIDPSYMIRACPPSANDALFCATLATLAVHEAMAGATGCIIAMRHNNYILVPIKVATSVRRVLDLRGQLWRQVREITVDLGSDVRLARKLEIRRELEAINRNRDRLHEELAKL
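Luminescent ADP detection (ADP-Glo, two-step: ATP depletion then ADP-to-ATP conversion for luciferase) reported PFK activity after 45 min room-temperature reaction of 1.25 nM enzyme with 0.5 mM F6P and 0.1 mM ATP at pH 8.0.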
Mito fusion act = qHTS Assay for Small Molecule Inhibitors of Mitochondrial Division or Activators of Mitochondrial Fusion; S. cerevisiae fusion-defective mutant growth rescue, CellTiterGlo 48 h; Potency, µM (top dose mostly 46.1 µM), for the others: at the highest dose growth rescue (activation), actives largely listed as activators; 320,000 compounds, 0.23% hits; AID 485298, 2010;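 also: potency is read from the fitted curve at half-maximal effect; % of control where 0% means no effect; nearly all actives have a fitted effect of over 45% in size; temperature-sensitive fusion mutants such as fzo1-1 at 37 °C on non-fermentable ethanol glycerol medium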
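S. cerevisiae fusion-defective temperature-sensitive mutants (e.g. fzo1-1, mgm1-5) grown 48 h at 37C in YPEG (ethanol/glycerol non-fermentable) medium with 23 nl compound per well; growth rescue read as CellTiterGlo luminescence.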
TSHR antag = Antagonists of the Thyroid Stimulating Hormone Receptor: HTS campaign; Thyrotropin receptor (Homo sapiens), P16473; TSHR-expressing cells, TSH-stimulated cAMP HTRF, 2 h; active compounds read low; activity change, negative = inhibition, % at 11.5 µM; 330,000 compounds, 0.2% hits; AID 504810, 2011;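 active = activity change below a set negative limit, meaning inhibition stronger than a set level, cut at about -70% in these data; inconclusive = activity change between two set negative limits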; also: % is scaled to controls: 0 for no effect and ±100 for the full control effect
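Cell-based HTRF cAMP assay; TSHR cells + compound, TSH EC80 (4nM final), 2 h, 37 deg C. Lysis with anti-cAMP cryptate and cAMP-d2, 30 min RT, read 665/620 nm.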
Eya2 inh = qHTS Assay for Inhibitors of the Phosphatase Activity of Eya2 | recombinant Eya2, OMFP fluorescence dephosphorylation (OMFP is methylfluorescein phosphate) | Potency, µM (highest dose often 76.9 µM), inactives show at the top dose activity, negative = inhibition, usual class: inhibitors | 330,000 compounds, 0.006% hits | AID 488837, 2010; also: potency is read from the fitted curve at half-maximal effect; % is scaled to controls: 0 for no effect and ±100 for the full control effect
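Eya2 protein (added as 0.2 uM solution) was preincubated with compound for 10 min at ambient temperature in 50 mM HEPES pH 7.5, 50 mM NaCl, 5 uM MgCl2, 0.05% BSA, 1 mM DTT. OMFP (added at 50 uM) then reacted 10 min; fluorescence read at 485/525 nm.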
BCR signal inh = qHTS Assay to Find Inhibitors of Chronic Active B-Cell Receptor Signaling. ABC-DLBCL IkBa-CBG/CBR reporter, luminescence ratio, 4 h. Potency, µM (highest dose often 46.1 µM), inactives show at the top dose ratio change, negative = lower green/red ratio, actives largely listed as inhibitors. 340,000 compounds, 0.05% hits. AID 493014, 2011; active = well fitted inhibition curve with a large enough effect in the signal ratio, with a control signal flat, not every such curve was filed as active; inconclusive = small, poorly fitted or top-dose-only effect, or effect the other way, or a change in a side signal; the % refers to the signal ratio;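 also: potency is read from the fitted curve at half-maximal effect; plate controls were basal doxycycline-induced cells for no effect and cells given 10 µM MG132 for full effect; MG132 reads +100%, hits lower the ratio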
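Compounds up to 46 uM were incubated four hours with TMD8 cells whose green CBG68 luciferase is fused to IkappaBalpha; red CBR luminescence normalised the signal, and concentration-effect curves were fitted to fusion, red and ratio data.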
TCR act = Activators of T cell receptors: qHTS campaign; primary human leukocytes, anti-CD3, IL-2 HTRF, 48 h; Potency, µM (highest dose often 9.22 µM), inactives show at the top dose activation of IL-2 secretion, usual class: activators; 330,000 tested, under 10 active; also: % of control where 0% means no effect
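Primary human leukocytes incubated 48 hr with anti-CD3 beads plus compound, without co-stimulation. Secreted IL-2 measured by HTRF (europium cryptate/d2 anti-IL-2 pair, 320 nm excitation, 665 nm emission).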
ELG1 repair inh = qHTS screen for small molecules that inhibit ELG1-dependent DNA repair in human embryonic kidney (HEK293T) cells expressing luciferase-tagged ELG1; 330,000 compounds, 2.3% hits; HEK293T ELG1-luciferase reporter, luminescence, 16 h; DNA damage induced by 5-fluorouridine; Potency, µM (titrated, usually from 46.1 µM), without a hit: top-dose activity change, negative = inhibition, hits mostly inhibitors; also: potency is read from the fitted curve at half-maximal effect; % is scaled to controls: 0 for no effect and ±100 for the full control effect; nearly all actives have a fitted effect of over 55% in size
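Overnight (16 hr) co-exposure of 2,000 cells/well to 5-fluorouridine and compound at 37 °C preceded detection. Luciferase was quantified via ONE-Glo luminescence; loss of signal denotes inhibition.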
AT treatment = qHTS Assay for Identifying a Potential Treatment of Ataxia-Telangiectasia; 320,000 compounds, 0.19% hits; […] A-T fibroblasts, KAP-1 phosphorylation AlphaLISA; neocarzinostatin DNA damage 30 min before lysis; Potency, µM (series often up to 57.5 µM), inactives show at the highest dose activation, hits mostly activators; AID 485349, 2010; also: potency is read from the fitted curve at half-maximal effect; % of control where 0% means no effect; nearly all actives have a fitted effect of over 45% in size
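ATM-like activity read as KAP-1 phosphorylation via AlphaLISA donor/acceptor antibody pairs after lysis and 6 hr at 25C. Cells were ATM-null patient fibroblasts ([…], hTERT), dosed 60 min, then exposed to the DSB inducer NCS for 30 min.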
ASM inhibitor = Inhibitors of Secretory Acid Sphingomyelinase (S-ASM): qHTS; Potency, µM (titrated, usually from 57.5 µM), for the others: at the top dose activity change, negative = inhibition, actives largely listed as inhibitors; 340,000 compounds, 0.006% hits; Sphingomyelin phosphodiesterase (Homo sapiens), P17405; placental ASM, HMU-PC fluorogenic substrate, 60 min; also: potency is read from the fitted curve at half-maximal effect
Target sequence (P17405 47-631 limits assumed): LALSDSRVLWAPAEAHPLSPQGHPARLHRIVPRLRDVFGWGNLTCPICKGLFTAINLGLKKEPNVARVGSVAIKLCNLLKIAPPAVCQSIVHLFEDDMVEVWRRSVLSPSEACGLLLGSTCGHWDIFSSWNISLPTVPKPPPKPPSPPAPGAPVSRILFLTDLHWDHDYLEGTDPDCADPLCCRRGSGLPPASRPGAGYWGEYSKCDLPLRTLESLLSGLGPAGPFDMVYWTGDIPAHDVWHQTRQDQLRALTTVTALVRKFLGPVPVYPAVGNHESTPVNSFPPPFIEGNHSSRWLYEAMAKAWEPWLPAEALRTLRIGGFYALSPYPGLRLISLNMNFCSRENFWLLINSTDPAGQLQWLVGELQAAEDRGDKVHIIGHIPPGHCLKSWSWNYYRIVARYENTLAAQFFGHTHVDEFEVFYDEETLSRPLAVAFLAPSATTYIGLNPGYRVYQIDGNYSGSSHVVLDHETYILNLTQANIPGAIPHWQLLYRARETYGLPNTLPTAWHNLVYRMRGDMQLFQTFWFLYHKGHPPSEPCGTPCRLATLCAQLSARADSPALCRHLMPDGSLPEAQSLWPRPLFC
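Fluorescence read-out (Ex 386 nm, Em 447 nm) after stopping the reaction at pH 10. Enzyme: ASM from human placenta; substrate HMU-PC0, 9 uM final; 60 min, 37 °C. Compound preincubation 10 min, ambient temperature.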
* hit, by the source's call; ? = inconclusive; · = not tested or not shown; [ ] = dose if it differs, or a comment. Unless noted, calls follow the shape of the dose curve; as a rule, active = well fitted curve in the direction sought with a large enough effect; inconclusive = small, poorly fitted or top-dose-only effect, or another doubt; inactive = no such curve, though single readings can be large; an effect the other way counts as inactive or inconclusive.

SMILES | PTAP TSG101 blk | Integrin act MD | Tb PFK inh | Mito fusion act | TSHR antag | Eya2 inh | BCR signal inh | TCR act | ELG1 repair inh | AT treatment | ASM inhibitor
Cc1nn(-c2ccccc2)c(C)c1C(=O)OCC(=O)N1c2ccccc2NC(=O)C1(C)C | -4% | -13% | -3% | -1% | -5 | -5% | ? | -2% | 18µM* | 1% | -2%
Cc1ccc(NC(=O)CCNS(=O)(=O)c2cccc3nonc23)cc1 | 1% | -12% | 5% | -2% | 4 | 0% | -2% | · | 0% | -3% | -1%
O=S(=O)(NCC(c1cccs1)N1CCc2ccccc2C1)c1ccccc1 (stereo not given) | -4% | ? | 0% | 26% | -13 | -4% | 7% | 4% | 1% | 17% | -1%
COc1cc2cc(CN(Cc3nnnn3Cc3ccco3)C3CCCCC3)c(=O)[nH]c2cc1OC | -1% | ? | -2% | -5% | 10 | -2% | -6% | 1% | 0% | 18% | 18%
CC1(C(=O)NNC(=S)NCc2ccco2)CC1(Cl)Cl (stereo not given) | -1% | 20% | 1% | -3% | -2 | -1% | ? | 1% | -5% | -1% | 0%
Cn1c(SCC(=O)c2ccccc2F)nnc1C1CC1 | 2% | -10% | -2% | 1% | -3 | -23% | ? | 1% | ? | 5% | 0%
Cc1nc([N+](=O)[O-])cn1CCCCN1C(=O)c2ccccc2C1=O | -4% | -50%[inhibitor] | 1% | 2% | -3 | 0% | 0% | 5% | -1% | 0% | 0%
COc1ccc(CCNC(=O)c2cc(S(=O)(=O)N3CCOCC3)ccc2N2CCCC2)cc1OC | -3% | 5% | -8% | 1% | 0 | 19% | 3% | 3% | 10% | -1% | 3%
CN(C[C@@H](Cc1cccc2ccccc12)N(C[C@H](Cc1ccccc1)N(CCc1ccccc1)N=O)N=O)N=O | -1% | 23% | 1% | 2% | -1 | 3% | 12% | -2% | 8% | 0% | -4%
CC1(C)CC(CCNC(=O)c2ccco2)CC(C)(C)N1 | 0% | 10% | -3% | -2% | 15 | -3% | 1% | 5% | 29% | 4% | 0%
C[C@]12c3[nH]c4cc(-c5ccco5)ccc4c3CCN1C(=O)[C@@H](CC(=O)NCCC1=CCCCC1)C[C@@H]2C(=O)N1CCOCC1 | -3% | -22% | -6% | · | 4 | -8% | -2% | 1%[46.1 µM] | -13% | 6% | -7%
CSc1cccc(NC(N)=S)c1 | -4% | 0% | -5% | -1% | 4 | ? | -16% | -3% | -2% | -2% | 6%
Cn1cccc1C(=O)NC(=O)COC(=O)CCNS(=O)(=O)c1ccc(Cl)cc1 | -4% | -27% | 0% | · | · | 10% | ? | 1% | 17% | 8% | -3%
CCOC(=O)C1=C(O)/C(=C\c2ccc(CNC(=O)C(=O)Nc3ccc(C)c(C)c3)o2)N=C1C | · | · | 2% | 2% | 4 | 14% | -7% | · | 2% | -3% | ·
Cc1cccc(-n2cc3c(=O)n(C)c(=O)n(C)c3c2)c1 | -3% | 23% | 0% | 3% | 5 | 9% | 17% | -3% | 1% | 9% | 0%
O=c1cc(-c2ccc(F)cc2)[nH][nH]1 | -2% | -20% | -2% | · | 12 | -2% | ? | 3%[46.1 µM] | 1% | 3% | 6%
Cc1cc(S(=O)(=O)Nc2ccc(C(=O)NCC(c3ccco3)N3CCCC3)cc2)ccc1F (stereo not given) | -1% | 0% | -18% | 2% | 9 | -15% | 3% | -9% | -1% | 9% | 3%
Cc1cccn2c(=O)c3cc(C(=O)NC4CCCC4)c(=N)n(CCc4ccccc4)c3nc12 | 4% | -7% | -21% | 9% | 12 | -1% | 3% | 15% | 25% | -2% | 377%[activator]
O=C(/C=C/c1cccnc1)c1cc(F)ccc1O | -9% | -44% | 1% | -2% | 19 | 3% | -9% | 4% | ? | -6% | 8%
COc1ccc(CCC(=O)NNC(=O)Nc2ccc(C(C)C)cc2)cc1 | 55%[activator] | 3% | -1% | 0% | 16 | -1% | 0% | -4% | 14% | -1% | -2%
COCCN(CCOC)C(=S)Nc1cc(S(=O)(=O)N(C)C)ccc1C | -7% | 23% | -2% | 0% | 6 | -2% | 2% | 2% | -2% | 0% | -4%
O=[N+]([O-])c1ccc2oc(C(O)c3cccc(Cl)c3)cc2c1 (stereo not given) | -5% | 0% | ? | 25µM* | -6 | 7% | 6% | 0% | -1% | -4% | -1%
COc1ccc(/C=C/C(=O)N2CCCc3ccccc32)c(OC)c1 | 0% | 14% | 2% | ? | -19 | 4% | ? | -1% | ? | 0% | -2%
Cc1cccc(C(=O)OCC(=O)NCCNC(=O)COC(=O)c2cccc(C)c2C)c1C | -5% | -1% | 2% | -1% | -5 | 8% | 1% | 0% | -4% | 0% | 1%
CCN(CC(=O)Nc1c(F)cccc1F)C(=O)c1ccc(N2C(=O)c3ccccc3C2=O)cc1 | 1% | 4% | 0% | -3% | -2 | -15% | 1% | 1% | 15% | -4% | -2%
Cc1ncc([N+](=O)[O-])n1CC(=O)Nc1ccc(F)cc1F | -4% | -12% | -6% | 3% | 0 | 19% | 6% | 5% | 21% | 0% | 0%
O=C(CCc1cnccn1)NC1CCCc2c1cnn2-c1ccc(F)cc1F (stereo not given) | -1% | 5% | -5% | -2% | -14 | 18% | 22% | 0% | -9% | -2% | -3%
O=C(Cn1nnc(-c2ccc(Cl)cc2)n1)NCCC1=CCCCC1 | -1% | 11% | -1% | 2% | -14 | -3% | 3% | · | 9% | 2% | 8%
O=C(Cc1c[nH]c2ccccc12)NCc1ccco1 | -4% | -14% | -3% | -6% | 0 | 0% | 0% | 4% | 11% | -14% | 3%
COC(=O)c1ccc(-c2nc3ccccc3o2)cc1 | · | · | 0% | 0% | -6 | -1% | ? | · | ? | 4% | ·
COc1cc(NS(=O)(=O)c2ccc(Nc3nc(-c4cccc([N+](=O)[O-])c4)cs3)cc2)nc(OC)n1 | -10% | 5% | 0% | -12% | -9 | 10% | -3% | 6% | -25% | 1% | -8%
Fc1ccccc1Cn1cnc(NC(=S)NCCc2ccccc2)n1 | · | · | -14% | 5% | 8 | -4% | 1% | · | 29% | 0% | ·
Cc1cc(C(=O)NCC(=O)OCC(=O)NCCc2ccccc2)ccc1[N+](=O)[O-] | 1% | 5% | -4% | -3% | -18 | 8% | -3% | 2% | -7% | -1% | 2%
CC(O)Cc1cn([C@@H](CCCCNC(=O)OC(C)(C)C)C(=O)N2CCN(C(=O)OC(C)(C)C)CC2)nn1 (stereo not given in full) | -4% | -1% | 1% | 0% | -3 | -18% | ? | -3% | 11% | -2% | 3%
COc1ccc(-c2nnc3ccc(SCC(=O)Nc4nccs4)nn23)cc1OC | -5% | -21% | 0% | 3% | 1 | -5% | ? | 2%[46.1 µM] | ? | -4% | 4%
Cc1ccnc(N2CCC(C(=O)Nc3ccc4c(c3)OCO4)CC2)n1 | -3% | 4% | 7% | -1% | -7 | 14% | -2% | -2% | 0% | -2% | 5%
Cc1cc(-c2ccccc2)nc(N2CCN(c3ccccn3)CC2)n1 | -4% | 28% | -2% | -1% | 25 | 6% | 3% | -4% | 19% | -4% | -1%
Cc1cccc(C)c1NC(=O)COC(=O)CSc1nnc(N)s1 | -5% | 10% | -7% | -4% | 8 | 5% | 2% | -1%[46.1 µM] | 13% | -2% | 6%
